Kir21 block – inhibitors of mouse Kir2.1 inward-rectifier potassium channel; B-score at 10 µM; HEK293-Kir2.1, FluxOR thallium flux fluorescence; active compounds read low; hit rate 0.85% among 310,000; AID 1672, 2009;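 active means fluorescence ratio B-score at or below minus 3 SD of library scores, with starting-brightness B-score within 2 SD, cut at about -4.2 in these data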;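 further: channel flux triggered by added potassium and thallium sulfate stimulus; B-score of peak minus minimum fluorescence over baseline after thallium stimulus; more negative B-score means stronger Kir2.1 block with less thallium influx; some compounds called inactive have numbers as strong as hits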
Target sequence (P35561 whole entry, looked up): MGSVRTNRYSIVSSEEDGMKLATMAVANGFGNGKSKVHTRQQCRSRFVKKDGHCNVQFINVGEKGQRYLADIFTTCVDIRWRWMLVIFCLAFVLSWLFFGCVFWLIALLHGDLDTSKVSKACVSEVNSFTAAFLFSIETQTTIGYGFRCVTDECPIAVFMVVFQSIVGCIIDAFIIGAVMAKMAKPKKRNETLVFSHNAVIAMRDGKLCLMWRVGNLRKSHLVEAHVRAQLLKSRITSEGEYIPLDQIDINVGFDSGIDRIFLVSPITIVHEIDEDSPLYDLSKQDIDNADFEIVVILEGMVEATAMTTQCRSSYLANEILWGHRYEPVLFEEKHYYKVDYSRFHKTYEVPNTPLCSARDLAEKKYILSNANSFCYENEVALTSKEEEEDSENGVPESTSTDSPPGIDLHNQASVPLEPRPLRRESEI
STK33 inh – inhibitors of purified STK33 kinase, primary screen, biochemical, ADP-Glo luminescence, homogeneous, cell-free; Serine/threonine-protein kinase 33 (Homo sapiens), Q9BYT3; MBP phosphorylation; inhibition, % at 10 µM; hit rate 0.073% among 320,000;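 active means inhibition at or above 25%, using the most active replicate where run in duplicate; inactive means inhibition below 25%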
Target sequence (Q9BYT3 whole entry, looked up): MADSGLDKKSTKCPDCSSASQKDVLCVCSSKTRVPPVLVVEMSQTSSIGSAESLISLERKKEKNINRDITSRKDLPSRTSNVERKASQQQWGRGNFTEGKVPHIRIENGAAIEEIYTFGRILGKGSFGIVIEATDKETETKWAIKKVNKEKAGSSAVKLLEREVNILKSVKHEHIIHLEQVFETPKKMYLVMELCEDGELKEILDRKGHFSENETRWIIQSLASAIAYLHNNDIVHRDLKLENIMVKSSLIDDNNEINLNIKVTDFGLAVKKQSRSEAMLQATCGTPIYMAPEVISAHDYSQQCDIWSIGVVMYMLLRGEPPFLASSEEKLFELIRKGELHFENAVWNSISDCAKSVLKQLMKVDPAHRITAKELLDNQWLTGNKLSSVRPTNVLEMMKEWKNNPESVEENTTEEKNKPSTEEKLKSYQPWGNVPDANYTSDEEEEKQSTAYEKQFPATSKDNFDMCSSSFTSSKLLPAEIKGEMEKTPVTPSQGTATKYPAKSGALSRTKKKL
* hit, by the source's call; . = not tested or not shown.

nr | compound | Kir21 block | STK33 inh
1 | CN(C)/C=C(\C=[N+](C)C)c1[nH]ncc1[N+](=O)[O-] | -1.49 | -1.3
2 | CN1CCN(c2ccc(NC(=O)C(C)(C)C)cc2)CC1 | 0 | -0.4
3 | O=c1[nH]c(=S)n(C2CC2)c(O)c1/C=N/N1CCOCC1 | 0.03 | 1.9
4 | CC/C(=N\NC(N)=O)c1c(O)[nH]c(=O)[nH]c1=O | 0.83 | -0.4
5 | CNCC(C)c1ccccc1 (stereo not given) | -1.03 | -0.2
6 | O=C(CNC(=O)OCc1ccccc1)NCC(=O)Nc1ccc(Br)cc1C(=O)c1ccccc1 | -1.12 | 0.1
7 | CCC(CO)NC(=O)C1C=C2c3cccc4[nH]cc(c34)CC2N(C)C1 (stereo not given) | 0.06 | 1.2
8 | COc1ccc2c(c1OC)C(=O)OC2c1c(O)n(Cc2ccc(F)cc2)c(=O)[nH]c1=O (stereo not given) | 0.01 | .
9 | Cc1cc(OCc2cc(C(=O)O)oc2C)c2c3c(c(=O)oc2c1)CCCC3 | 0.69 | -0.3
10 | O=C(c1cnn2c(C(F)(F)F)cc(-c3ccccc3)nc12)N1CCC2(CC1)OCCO2 | 3.13 | -1.7
11 | COc1ccccc1-n1c(-c2ccoc2)nc2ccccc2c1=O | -0.83 | -0.8
12 | CCOc1ccc(NC(=O)CCNC(=O)N2C[C@H]3C[C@@H](C2)c2cccc(=O)n2C3)cc1 | 1.11 | 4.7
13 | CCC(=O)c1cn(Cc2ccccc2C#N)c2ccccc12 | -0.02 | 0.2
14 | COC(=O)C1=C(c2ccccc2OCc2ccccc2)C[C@@H]2CC[C@H]1N2C(=O)NCc1cccc(C(F)(F)F)c1 | . | -0.5
15 | CC(C)n1c(O)c(C=NCc2ccccc2)c(=O)[nH]c1=S | 0.4 | -1.0
16 | COc1cc(C[C@@H](C)N)c(OC)cc1I | 0.05 | 0.2
17 | CN(C)C(=O)Oc1ccc([N+](=O)[O-])cc1 | 1.55 | 0.1
18 | COC(=O)C1=C(c2ccc(F)cc2OCc2ccccc2)C[C@@H]2CC[C@H]1N2C(=O)NCCCc1ccccc1 | . | -0.3
19 | Cc1nn(Cc2ccccc2Cl)c(C)c1C(=O)OCC(=O)NC1CCCC(C)C1C (stereo not given) | -1.02 | -0.7
20 | COC(=O)CC1(CC(=O)OC)C(=O)N(c2ccccc2)C(=O)N(c2ccccc2)C1=O | 0.51 | -0.4
21 | CCN1CCN(c2ncnc3ccc(Br)cc23)CC1 | 0.43 | 2.0
22 | Cc1c(N=Cc2c(O)n(Cc3ccccc3)c(=O)[nH]c2=O)c(=O)n(-c2ccccc2)n1C | 0.7 | -0.5
23 | CSc1ccc(C(=O)C2CCCN(Cc3cc4ccccc4[nH]3)C2)cc1 (stereo not given) | -2 | 0.9
24 | O=c1cccc2n1CC1CC2CN(Cc2c(F)cccc2Cl)C1 (stereo not given) | -0.73 | 0.3
25 | CN(C)C(=O)Oc1c(Cl)cc(Cl)c2ccccc12 | 0.32 | -1.8
26 | O=[N+]([O-])c1ccc(N2CCCC2)c2ccncc12 | -0.23 | -0.9
27 | Cc1cc(N(CCCl)CCCl)ccc1/C=N/NC(=O)c1ccco1 | -0.2 | -0.1
28 | C[C@@H]1C[C@@H]([C@H](O)CC2CC(=O)NC(=O)C2)C(=O)[C@@H](C)C1 | . | -1.6
29 | CCCCN1C(=O)/C(=C/c2ccc(N3CCCCCC3)cc2)C(=O)NC1=S | 2.02 | -1.9
30 | CCOC(=O)C1C(=O)NC2(C)CC1c1cc(OC)ccc1O2 (stereo not given) | -0.43 | -0.4
31 | CN1CCC(c2c[nH]c3ccccc23)C1 (stereo not given) | -1.53 | 2.2
32 | COc1cccc(C2(O)CCN(Cc3ccncc3)CC2)c1 | 0.76 | 1.0
33 | CCN1C[C@]2(COC)CC[C@H](O)[C@@]34C5C[C@H]6[C@H](O)C5[C@](O)(C[C@H]6OC)[C@@H]([C@H](OC)C23)[C@@H]14 (stereo not given in full) | -0.13 | 0.1
34 | O=C(c1ccc(Br)cc1)C12CN3CN(CN(C3)C1)C2 | 1.03 | 1.0
35 | Cc1cccc(N/N=C/c2c(O)[nH]c(=S)[nH]c2=O)c1 | 1.02 | -1.8
36 | O=C(c1csc2c1CCCCC2)N1CCC2(CC1)OCCO2 | 0.48 | -3.0
37 | O=C(NCc1ccc(C(=O)N2CCC3(CC2)OCCO3)cc1)c1cccc(Br)c1 | -1.94 | 0.3
38 | COc1cccc(CNCCc2cccc(F)c2)c1OC | 0.88 | -0.7
39 | Cc1[nH]c2ccc(OC(F)(F)F)cc2c1CCNCc1ccc(Cl)cc1 | -7.16* | -1.2
40 | Clc1ccc2c(c1)C(c1ccccc1Cl)=NCc1nncn1-2 | -0.43 | -2.1
41 | CCOP(=O)(OCC)Oc1cc(C)c(N(C)C)c(C)c1 | 0.12 | 0.4
42 | Cc1ccc(Cl)cc1-n1c(O)c(C=NCCCN2CCOCC2)c(=O)[nH]c1=O | 1.66 | -1.5
43 | COc1ccc(C[C@@H]2c3cc(O)c(OC)cc3CCN2C)cc1O | 2.05 | -1.5
44 | COC(=O)C1=C(c2cccc(OC)c2OC)C[C@@H]2CC[C@H]1N2C(=O)NCCO | -0.76 | 1.2
45 | O=C(Cn1c2c(c(-c3ccccc3Cl)cc1=O)CCC2)N1CCC2(CC1)OCCO2 | 0.72 | -0.5
46 | N#Cc1cc2c(nc1SCC(=O)Nc1cc(Cl)cc(Cl)c1)C1CCN2CC1 | -0.23 | -1.2
47 | Cc1ccc(N2C(=O)NC(=O)/C(=C/c3ccc(OC(=O)c4cccs4)cc3)C2=O)cc1 | -1.09 | -0.9
48 | FC(F)(F)c1ccccc1CN1CCN(Cc2ccccc2)CC1 | -4.04 | -0.9
49 | COC(=O)C1=C(c2ccc(C(C)=O)cc2)C[C@@H]2CC[C@H]1N2C(=O)NC1CC1 | . | -2.8
50 | Cc1cccc(N2C(=O)NC(=O)/C(=C\c3cccn3-c3ccc(Cl)cc3)C2=O)c1 | 1.62 | -0.8
51 | CC(C)OC(=O)Nc1ccc(N=C(N)N[N+](=O)[O-])cc1 | -0.2 | -1.9
52 | CCN(CC)CCCN=Cc1c(O)n(CCc2ccc(F)cc2)c(=O)[nH]c1=O | 0.03 | -0.3
53 | O=[N+]([O-])c1cccc(C2N3CCCN23)c1 (stereo not given) | 0.65 | 0.3
54 | COc1ccc2[nH]c(C)c(CCNCc3cc(OC)c(OC)c(OC)c3)c2c1 | -0.01 | -0.8
55 | COc1cc(N2CCOCC2)ccc1/C=C1\C(=O)NC(=O)N(C2CCCCC2)C1=O | -0.01 | -0.9
56 | Cc1c(C(=O)N2CCC3(CC2)OCCO3)oc2ccc(S(=O)(=O)N3CCOCC3)cc12 | -2.25 | -2.2
57 | CC(=O)N1CC(=O)Nc2ccc(F)cc2C1c1ccccc1 (stereo not given) | -1.09 | -1.9
58 | Nc1c2c(nc3ccccc13)CCN(Cc1ccccc1)C2 | 0.42 | 11.4
59 | CCC1(c2ccc(N)cc2)CCC(=O)NC1=O (stereo not given) | 0 | -1.8
60 | COC(=O)C1=C(c2ccc(F)cc2F)C[C@@H]2CC[C@H]1N2C(=O)NC1CCCCC1 | . | -0.8

(continued)
nr	Structure	Kir21 block	STK33 inh
61	Cc1cccnc1-n1c(-c2ccco2)nc2ccccc2c1=O	-0.82	-1.5
62	Cc1nn(Cc2ccccc2)c(Cl)c1C(=O)OCC(=O)N1CCCC1	0.19	-1.3
63	COc1ccccc1CCNC1CCCCCC1	-2.58	3.7
64	CCCCn1c(=O)c(C(=O)NCc2ccccc2)c(O)c2ccccc21	-1.19	-2.0
65	CC(C)CC(=O)NC(Oc1ccc(Cl)cc1)C(Cl)(Cl)Cl (stereo not given)	0.24	-2.6
66	COc1ccc(C(CNC(=O)Cc2ccc(Cl)c(Cl)c2)N2CCCCC2)cc1 (stereo not given)	-1.34	-0.6
67	C=CC[C@@H](C)CC(=O)C(CCCN=[N+]=[N-])SOOc1ccccc1 (stereo not given in full)	.	-0.5
68	CCN1CCC(N(C)C2CCCCC2)CC1	-0.08	-2.0
69	COc1ccc(CNCCc2ccccc2F)c(OC)c1C	-5.54*	-1.8
70	CN(C)/C=C/C(=O)C(Cl)(Cl)Cl	-0.27	0.0
71	Cc1c(C)c2ccc(OCC(=O)N3C[C@H]4C[C@@H](C3)c3cccc(=O)n3C4)cc2oc1=O	1.12	-1.3
72	FC(F)(F)c1cccc(N2CCNCC2)c1	2.51	0.2

Some of the entries so far, with one line to a screen:
#67 C=CC[C@@H](C)CC(=O)C(CCCN=[N+]=[N-])SOOc1ccccc1 (stereo not given in full)
#61 Cc1cccnc1-n1c(-c2ccco2)nc2ccccc2c1=O
#65 CC(C)CC(=O)NC(Oc1ccc(Cl)cc1)C(Cl)(Cl)Cl (stereo not given)
#72 FC(F)(F)c1cccc(N2CCNCC2)c1
compound no.	67	61	65	72
Kir21 block	.	-0.82	0.24	2.51
STK33 inh	-0.5	-1.5	-2.6	0.2

Laid out differently: entries from further up.
63. COc1ccccc1CCNC1CCCCCC1
  Kir21 block: -2.58	STK33 inh: 3.7

68. CCN1CCC(N(C)C2CCCCC2)CC1
  Kir21 block: -0.08	STK33 inh: -2.0

71. Cc1c(C)c2ccc(OCC(=O)N3C[C@H]4C[C@@H](C3)c3cccc(=O)n3C4)cc2oc1=O
  Kir21 block: 1.12	STK33 inh: -1.3

62. Cc1nn(Cc2ccccc2)c(Cl)c1C(=O)OCC(=O)N1CCCC1
  Kir21 block: 0.19	STK33 inh: -1.3

The results go on.
nr	Structure	Kir21 block	STK33 inh
73	CC(=O)c1cccc(NC(=O)N2C[C@H]3C[C@@H](C2)c2cccc(=O)n2C3)c1	0.24	-0.4
74	c1ccc2c(c1)CNc1ccccc1O2	-1.35	-1.1
75	CCCOc1ccccc1NP(=O)(Oc1ccccc1)Oc1ccccc1	-0.91	0.5
76	O=C(Cn1c(NCCCl)nc2ccccc21)c1ccc(Br)cc1	-0.74	-1.5
77	COC1=CCC2([N+](=O)[O-])CN(C)CC1([N+](=O)[O-])C2 (stereo not given)	0.28	0.6
78	CCN1CCC2(CC1)NC(=O)c1ccccc1O2	0.68	-2.4
79	COc1ccccc1CCNC1CCC(C)CC1 (stereo not given)	0	0.0
80	CCCCn1c(O)c(C(C)=NCCCN(CC)CC)c(=O)[nH]c1=O	-0.23	-0.5
81	Cc1ccc(OCC(=O)N2CCN(Cc3ccc4c(c3)OCO4)CC2)cc1C	0.14	0.1
82	CN(CC1COc2ccccc2O1)c1nc(-c2cccnc2)nc2ccccc12 (stereo not given)	0.86	-0.8
83	CC1(C)C(=O)C=C[C@]2(C)[C@H]3CC[C@@]4(C)[C@H](c5ccoc5)OC(=O)[C@H]5O[C@]54[C@]3(C)[C@H](O)C[C@@H]12	1.66	6.4
84	Clc1cc(I)cc(Cl)c1NC1=NCCN1	-0.03	1.0
85	C[C@]12CCC3C(C[C@@H](O)[C@H]4C[C@@H](O)CC[C@]34C)C1CC[C@@H]2O (stereo not given in full)	.	-1.1
86	CCOC(=O)C(C)Oc1cc(C)cc2oc(=O)c3c(c12)CCCC3 (stereo not given)	-0.42	.
87	O=[N+]([O-])c1cc(S(=O)(=O)c2ccc(O)c([N+](=O)[O-])c2)ccc1O	1.12	-1.7
88	Cc1cc(C)c(Cn2c(C(=O)O)c(C=O)c3ccccc32)c(C)c1	0.54	-0.1
89	CN1C(=O)N(C)C(=O)C(CCc2ccncc2)(Cc2ccc3c(c2)OCO3)C1=O	-1.09	-0.9
90	C=C1C2C[C@@]3([C@@H]1O)[C@@H](C[C@@H]2O)[C@@]12C4[C@@H]3C[C@@H]1[C@@](C)(CC[C@@H]2O)CN4CC	.	0.0
91	CC1CCC2[C@@H](C)C(=O)OC3O[C@]4(C)CCC1C32OO4 (stereo not given in full)	0.41	-3.6
92	O=C(O)c1ccc(/C=C/c2nc3ccccc3c(=O)n2-c2ccc(Br)cc2)cc1	0.05	-1.1
93	COc1ccccc1-n1c(/C=C/c2ccccn2)nc2ccccc2c1=O	0.77	-1.6
94	Cc1ccc(CN2CCCC(C(=O)c3cccc(C(F)(F)F)c3)C2)o1 (stereo not given)	-1.67	0.8
95	Cc1ccc([N+](=O)[O-])cc1	.	-0.7
96	O=c1c2ccccc2nc(/C=C/c2ccc([N+](=O)[O-])o2)n1-c1ccc(O)cc1	0.21	.
97	Cc1cc(C(=O)CS(=O)c2ccc(F)cc2)cc(C)c1OC(=O)N(C)C (stereo not given)	-1.24	1.5
98	CC(C)(C)N1C(=O)NC(=O)/C(=C\c2ccc3c(c2)CCN3CCCCl)C1=O	-0.83	-0.1
99	C=CCn1c(O)c(C(C)=O)c(=O)[nH]c1=O (tested in a mixture with another compound)	-1.03	-0.5
100	Cc1ccccc1N1C(=O)NC(=O)/C(=C\c2cnn(-c3ccccc3)c2)C1=O	-2.88	0.8
101	O=C1NC(=O)C(=CN2CCc3ccccc32)C(=O)N1	-0.19	-1.7
102	CCC1(OC(=O)CN)C(=O)OCc2c1cc1n(c2=O)Cc2cc3ccccc3nc2-1 (stereo not given)	-3.77	-0.8
103	CN1CCN(c2ccc(/C=C3\C(=O)NC(=S)N(c4cccc(Br)c4)C3=O)o2)CC1	-8.32	1.1
104	COc1cccc(N2CCN(Cc3cccc(Cl)c3)CC2)c1	0.03	-5.2
105	CCCCc1ccc2[nH]cc(CCN)c2c1	-3.04	-1.1
106	Cc1ccccc1N1C(=O)NC(=O)/C(=C\c2ccc3c(c2)CCCN3Cc2ccccc2)C1=O	-3.61	-0.8
107	COC(=O)C1=C(c2cc3ccccc3o2)C[C@@H]2CC[C@H]1N2C(=O)N1CCCCC1	-0.23	-1.4
108	CC1=NN(Cc2c[nH]c3ccccc23)C(C)(C)C1	0.51	.
109	Cc1nonc1-c1nc(-c2nonc2N)n[nH]1	-0.85	2.7

From PubChem

This is a subset; rates above refer to the full screens.
